Source: PubChem
DAX1 inh-1 – blocks DAX1 repression of SF-1 activated StAR promoter. 370,000 compounds, 1.1% hits. AID 652010. inhibition, % at 6.8 µM. HEK293T StAR-luciferase reporter, SF-1/DAX-1 repression relief;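 active = inhibition above the mean over all tested compounds plus 3 SD, cut at about 3.6% in these data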;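 also: 0% = DAX-1 cells with DMSO and 100% = cells lacking DAX-1 with DMSO; higher inhibition means more luminescence from relief of DAX-1 repression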
hcDAF12 agonist – activators of H. contortus DAF-12 nuclear receptor; HEK293 hcDAF-12 lit1-tk-luc reporter, luminescence; 0% DMSO, 100% Δ7-dafachronic acid; activation, % at 6.8 µM; 370,000 compounds, 1.4% hits;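 active = activation above the mean of all tested compounds plus 3 SD, cut at about 5.5% in these data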;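 also: 100% = response to 3 µM Δ7-dafachronic acid high control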
HGIII-sPLA2 inh – Inhibits HGIII-sPLA2 liposome hydrolysis, primary screen; AID 743126; 370,000 compounds, 0.56% hits; QFRET BODIPY PC-A2 liposome hydrolysis, fluorescence; Q9NZ20; inhibition, % at 12.2 µM;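 active = inhibition above mean plus 3 SD of compounds lying within the high and low control bounds, cut at about 19% in these data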;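 also: 0% = median of test compound wells and 100% = no enzyme DMSO wells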
Target sequence (Q9NZ20 whole entry, looked up): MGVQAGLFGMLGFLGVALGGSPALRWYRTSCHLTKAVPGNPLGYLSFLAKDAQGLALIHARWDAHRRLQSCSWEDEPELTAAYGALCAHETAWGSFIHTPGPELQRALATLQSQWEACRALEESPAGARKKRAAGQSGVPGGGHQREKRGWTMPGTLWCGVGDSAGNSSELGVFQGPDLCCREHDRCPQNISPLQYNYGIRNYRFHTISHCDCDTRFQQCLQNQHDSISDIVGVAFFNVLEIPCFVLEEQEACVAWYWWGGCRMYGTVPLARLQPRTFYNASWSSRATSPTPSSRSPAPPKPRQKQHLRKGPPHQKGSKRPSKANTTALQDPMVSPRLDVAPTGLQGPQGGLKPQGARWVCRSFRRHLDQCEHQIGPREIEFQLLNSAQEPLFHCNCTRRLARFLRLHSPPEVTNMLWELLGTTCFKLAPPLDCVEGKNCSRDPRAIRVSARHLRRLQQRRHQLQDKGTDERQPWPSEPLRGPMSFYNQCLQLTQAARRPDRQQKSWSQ
NPR1 activator – GC-A (human) enzyme activation | 370,000 compounds, 0.14% hits | activation, % at 10 µM | P16066 | HEK293 GC-A cells, cGMP TR-FRET, EC30 ANP; 0% at EC30 ANP, 100% saturating ANP; in the data active = activation above about 40%
FXN GAA850 act – increases GAA850 frataxin promoter reporter activity | HEK293 lucGAA850 FXN promoter luciferase reporter, 24 h; percent of 10 µM SAHA response | activation, % at 6 µM | 360,000 compounds, 0.56% hits | AID 540364;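 active = activation above the average of all compounds screened plus 3 SD, cutoff fixed separately per campaign, cut at about 7.5% in these data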;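 also: 0% = DMSO wells and 100% = 10 µM SAHA wells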
DAX1 inh-2 – inhibitors of human orphan nuclear receptor DAX1 (NR0B1); inhibition, % at 6.75 µM; HEK293 Gal4-DAX1 luciferase reporter, luminescence; AID 504766; 340,000 compounds, 0.99% hits; P51843;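 active = inhibition above the mean over all tested compounds plus 3 SD, cut at about 4.2% in these data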;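 also: 0% = DAX1-transfected cells with DMSO and 100% = empty-vector control cells with DMSO; inhibition shows as a rise in luminescence from relieved DAX1 repression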
Target sequence (P51843 207-470 limits assumed): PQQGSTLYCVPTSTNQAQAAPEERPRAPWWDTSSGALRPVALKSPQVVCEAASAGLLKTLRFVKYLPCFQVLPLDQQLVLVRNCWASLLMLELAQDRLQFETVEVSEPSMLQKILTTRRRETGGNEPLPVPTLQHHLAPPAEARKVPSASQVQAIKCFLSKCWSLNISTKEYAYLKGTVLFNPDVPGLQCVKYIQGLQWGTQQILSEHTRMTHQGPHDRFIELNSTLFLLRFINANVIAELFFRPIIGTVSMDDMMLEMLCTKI
hgDAF12 agonist – agonists of H. glycines DAF-12 nuclear receptor; activation, % at 6.8 µM; HEK293 GAL4-hgDAF12 UAS-luciferase reporter, agonist luminescence; normalized to butyrate control; 370,000 compounds, 1.8% hits;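 active = activation above a cutoff set at the mean of all screened compounds plus 3 SD, cut at about 10% in these data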;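 also: 0% = DMSO wells and 100% = sodium butyrate wells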
GC-B act – GC-B (human) receptor activation; P20594; HEK293-GC-B cells, CNP EC30, cGMP TR-FRET; 0% at EC30 CNP, 100% saturating CNP; activation, % at 10 µM; 370,000 compounds, 0.11% hits;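 active = activation at 10 µM reaching about 35% in either raw or pattern-adjusted values, limit read from the data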
ssDAF-12 act – activates DAF-12 receptor from parasite S. stercoralis | HEK293 ssDAF-12/GRIP1 lit1-tk-luc reporter, luminescence; % of 3 µM dafachronic acid response | activation, % at 6.8 µM | 370,000 compounds, 1% hits | AID 652126;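 active = activation above the mean over all tested compounds plus 3 SD, cut at about 0.9% in these data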;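 also: 0% = DMSO-only wells and 100% = 3 µM delta7-dafachronic acid wells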
KLK7 zymogen act – activates the human kallikrein-7 zymogen. P49862. purified proKLK7, EDANS-DABCYL substrate fluorescence; 100% is mature enzyme control, 0% vehicle. activation, % at 7 µM. 370,000 compounds, 0.9% hits. AID 652039;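 active = activation above the mean of all tested compounds plus 3 SD, computed per campaign excluding outliers beyond control limits, cut at about 13% in these data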
SMARCA2 act – increases SMARCA2 function in MMTV reporter cells; MG213 cells, MMTV-luciferase reporter, dexamethasone, overnight; activation, % at 9.1 µM; 370,000 compounds, 1% hits; AID 652017; in the data active = activation above about 7.8%;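 also: 0% = vehicle wells and 100% = reference activator wells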
An asterisk follows results filed as active; . = not tested or not shown.

entry	SMILES	DAX1 inh-1	hcDAF12 agonist	HGIII-sPLA2 inh	NPR1 activator	FXN GAA850 act	DAX1 inh-2	hgDAF12 agonist	GC-B act	ssDAF-12 act	KLK7 zymogen act	SMARCA2 act
1	COC(=O)c1c(/N=C/N(C)C)sc2c1CCN(c1ncc(C(F)(F)F)cc1Cl)C2	-0.6	0.3	-1	3	0.9	-0.1	-1.7	-18	-1.2	1.9	-1
2	Cc1sc2nc(CN3CCCCC3)nc(Nc3ccc4c(c3)OCCO4)c2c1C	0.8	-0.1	-9	-2	-0.7	0.3	2.4	-1	-1.0	0.5	9.2*
3	COc1ccc(CCNC(=O)/C=C/c2ccc(OC)c(S(=O)(=O)N3CCOCC3)c2)cc1	-0.3	-2.2	-10	3	-0.2	-1.6	-0.5	2	-2.1	0.0	-2
4	Cc1cccnc1C1=NOC(Cc2ccccc2)C(=O)N1Cc1ccccc1F (stereo not given)	-1.5	-0.1	2	-2	0.0	.	1.6	0	0.0	0.1	-1
5	Cc1nc2sc(-c3ccccc3)nn2c(=O)c1Br	3.4	4.1	5	2	4.3	0.5	16*	-7	-0.6	0.2	1
6	CC(C)NC(=O)C1CCN(S(=O)(=O)c2ccc(N3CCCC3=O)cc2)CC1	-0.1	-1.1	6	5	0.6	-0.7	-1.0	2	-0.6	0.6	-2
7	CNC(=S)N(Cc1cc2cc(C)ccc2n2nnnc12)CC(C)(C)CN(C)C	0.4	2.0	9	0	-0.3	0.9	1.5	-5	-1.0	-1.0	4
8	O=C(/C=C/c1ccco1)Nc1ccccc1N1CCOCC1	-0.6	1.6	5	-3	1.2	0.3	-0.4	0	-1.5	0.1	-1
9	S=c1[nH]nc(-c2ccncc2)n1Cc1ccccc1	0.2	0.6	11	-1	0.9	0.2	-2.6	0	-1.1	0.1	-1
10	CC(=O)OCCCN1C(=O)CCC12CCC(C)CC2 (stereo not given)	-0.6	-1.7	6	1	.	.	-2.0	-2	-1.0	-0.9	-3
11	O=C(O)C1C2C=CC(C2)C1C(=O)NCc1ccc2c(c1)OCO2 (stereo not given)	0.2	0.3	-6	3	2.4	0.8	1.7	-2	-0.4	-0.2	-2
12	O=C(O)C1CC=CCC1C(=O)Nc1ccc2c(c1)OCCO2 (stereo not given)	-2.7	-7.4	3	-2	-11	-1.4	-12	2	-2.3	0.0	-6
13	Cc1cc(N2C(=O)C3C4C=CC(C4)C3C2=O)ccc1NC(=O)c1cccs1 (stereo not given)	-0.4	-1.1	0	5	0.7	0.8	0.6	1	-1.7	0.5	-3
14	O=C(CCCOc1ccc(Cl)cc1)N1CCCCCC1	0.9	-0.5	-2	1	4.5	0.5	2.4	3	-0.6	0.0	-1
15	NC1=NC(=Nc2ccccc2)c2ccccc21	0.5	-2.9	0	1	2.5	0.7	0.3	3	-1.0	0.1	3
16	Cc1cc(C)nc(SC/C=C/c2ccccc2)n1	0.4	-1.4	-4	1	1.3	2.4	4.8	4	-0.5	-0.2	-1
17	COc1ccc(CCNCC(=O)Nc2ccc(C(=O)N3CCCCC3)cc2)cc1	-0.1	-0.4	-3	-3	0.0	0.6	-0.1	-6	-1.0	0.3	-4
18	COc1nc(NCCC2=CCCCC2)nc(OC)n1	-0.1	-2.1	3	0	1.5	-1.1	-1.9	-2	-1.3	0.1	2
19	O=C(NCCOc1ccccc1)C1CCC(=O)N(C2CCCCCC2)C1 (stereo not given)	0.5	-0.6	1	-3	0.2	0.3	1.1	1	-0.5	-0.5	2
20	Fc1ccc(Cn2nnnc2C(c2cccs2)N2CCCCCC2)cc1 (stereo not given)	-0.9	-1.4	-12	-9	0.9	-1.0	-1.6	-1	-1.7	0.2	-2
21	S=C(Nc1ccc2nsnc2c1)N1CCCCCC1	0.4	3.2	1	8	5.2	1.4	7.5	-7	0.3	1.3	3
22	CC(CN1CCCCC1)C(=O)NNC(=O)C12CC3CC(CC(C3)C1)C2 (stereo not given)	-0.1	-1.4	1	0	3.2	-0.1	0.2	-8	-1.9	-0.1	1
23	Cc1nn(-c2ccccc2)c(C)c1NC(=O)COC(=O)C1CC(=O)N(CCc2ccccc2)C1 (stereo not given)	0.8	-0.1	-2	-3	0.9	1.4	-0.4	0	-1.1	0.8	1
24	COc1ccc(N2CCN(C(=O)CCCOc3cc(=O)n(C)c4ccccc34)CC2)cc1	-0.9	-1.0	5	-24	-0.2	1.4	-2.8	-22	-1.9	-0.6	0
25	CSCCC(C(=O)Nc1c(C)cccc1C)N(C)CCc1ccccc1 (stereo not given)	0.6	0.1	8	-1	.	.	0.7	9	-1.6	-0.1	-6
26	CCNC(=S)N/N=C/c1cn(Cc2ccc(F)cc2)c2ccccc12	-1.9	-3.3	2	35	0.7	-1.3	1.4	42*	-0.9	-5.2	-3
27	O=C(CCCCCn1c(=S)[nH]c2ccccc2c1=O)NCc1ccc2c(c1)OCO2	0.3	0.4	3	-2	-1.4	-0.5	-0.6	-1	-1.2	0.1	-3
28	Cc1ccc(CN2CCN(c3ccccn3)CC2)s1	0.3	-1.1	-1	-2	3.6	-0.5	1.6	5	-0.6	0.1	9.6*
29	COC(=O)c1ccc2c(=O)[nH]c(CSc3nc(-c4ccc(F)cc4)cs3)nc2c1	0.6	0.2	-6	-2	1.3	1.5	2.8	-4	0.5	0.5	-2
30	Cc1occc1C(=O)N=Nc1c(O)n(C)c2ccccc12	2.9	15*	11	-1	3.6	0.6	17*	-3	1.0*	-0.5	6
31	COc1cccc(/C=C/C(=O)NCCc2ccc3c(c2)OCCO3)c1	0.2	-1.1	3	1	-0.1	0.7	-0.6	-2	-1.1	0.0	-2
32	CCCc1nn2c(=O)cc(CSCC(=O)Nc3nnc(C(C)C)s3)nc2s1	0.2	0.0	2	2	-0.4	-0.1	-0.9	0	-1.4	0.1	-2
33	C=CCN1C(=O)c2ccc(C(=O)N3CCN(S(=O)(=O)c4cccc([N+](=O)[O-])c4)CC3)cc2C1=O	0.2	0.4	-3	-3	0.7	0.0	0.5	0	-1.1	0.2	3
34	COc1cccc(C2CC(=O)Nc3cc(OC)c(OC)cc32)c1 (stereo not given)	-0.5	-0.1	3	-4	1.9	-0.6	-2.9	-1	-1.4	0.0	-1
35	CC(=O)Oc1ccc(N(C(C)=O)S(=O)(=O)c2cccs2)cc1	-0.3	-0.4	3	1	-1.4	0.1	0.3	2	-1.2	0.2	0
36	CCOc1ccccc1C(=O)Nc1ccc(C(=O)NCC2COc3ccccc3O2)cc1 (stereo not given)	-0.6	-3.3	9	-5	.	.	-5.0	-4	-1.4	-0.8	-6

GC-B act: what is marked active above
| cpd | mol | DAX1 inh-1 | hcDAF12 agonist | HGIII-sPLA2 inh | NPR1 activator | DAX1 inh-2 | GC-B act | ssDAF-12 act | KLK7 zymogen act | SMARCA2 act |
| --- | --- | --- | --- | --- | --- | --- | --- | --- | --- | --- |
| 26 | CCNC(=S)N/N=C/c1cn(Cc2ccc(F)cc2)c2ccccc12 | -1.9 | -3.3 | 2 | 35 | -1.3 | 42* | -0.9 | -5.2 | -3 |

The list goes on:
entry	SMILES	DAX1 inh-1	hcDAF12 agonist	HGIII-sPLA2 inh	NPR1 activator	FXN GAA850 act	DAX1 inh-2	hgDAF12 agonist	GC-B act	ssDAF-12 act	KLK7 zymogen act	SMARCA2 act
37	CN(CCCNC(=O)Cn1cccc1C(=O)c1ccccc1)C1CCCCC1	-0.2	0.1	-4	-3	0.4	1.2	-4.0	-3	-1.7	-0.4	0
38	CCCCSCCCNC(=O)C1CCC(CNS(=O)(=O)c2ccc(NC(C)=O)cc2)CC1 (stereo not given)	0.2	1.7	-4	5	0.7	3.8	-1.0	-3	-1.3	-0.2	-3
39	Nc1ccccc1C(=O)C[C@H](N)C(=O)O	0.0	4.6	8	5	-2.3	0.8	1.6	4	0.8	0.5	-2
40	Cc1cc(S(=O)(=O)NCc2cccs2)ccc1-n1cnnn1	-0.7	-1.0	4	2	0.6	-0.9	1.5	1	-1.4	-0.6	-2
41	CC1(C(=O)NS(=O)(=O)c2cccc(OC(F)F)c2)CCN1C(=O)Cc1ccccc1 (stereo not given)	-0.1	-0.8	4	-2	0.0	.	-0.9	-1	-1.2	0.0	-3
42	CC(C)NC(=O)c1onc(CSc2ccc(F)cc2)c1C(=O)NC(C)C	-0.8	-2.5	-1	5	1.8	-0.5	-1.5	5	-1.7	0.6	0
43	COc1cc(NC(=S)N2c3ccccc3CC2C)cc(OC)c1 (stereo not given)	-0.7	3.2	16	0	0.1	0.4	-0.4	0	0.0	-1.0	-1
44	O=C(CCCN1CCc2[nH]c3ccc(F)cc3c2C1)c1ccc(F)cc1	-0.4	-0.3	-17	-3	0.0	-1.7	0.8	-7	-0.9	1.4	-3
45	Clc1ccc2nc(CN3CCCCC3)cn2c1	0.7	0.1	8	0	1.0	-0.3	1.1	3	-0.8	-0.6	-5
46	C=CCn1c(Cc2ccccc2)nc2c(cnn2-c2ccccc2)c1=O	-0.8	-3.0	-2	1	2.7	-0.8	-2.8	5	-2.2	0.5	-1
47	COc1ccc(CCNC(=O)CN(C)S(=O)(=O)c2ccc3c(c2)CCC(=O)N3)cc1OC	-0.6	-2.0	3	1	-1.5	1.0	-2.9	3	-1.0	-0.2	2
48	CN(Cc1nc(-c2cccnc2)no1)S(=O)(=O)c1ccc(Br)cc1	0.2	-2.0	0	0	4.1	-0.6	-0.9	-1	-1.8	0.3	-1
49	CCC(=O)Nc1sc2c(c1C(N)=O)CCN(Cc1ccccc1)C2	-0.3	0.1	9	-1	1.3	-1.2	0.1	-4	-0.9	-1.1	0
50	CCC(=NNC(=O)c1ccc2c(c1)nc(C)n2CC)c1cc(F)ccc1O	0.5	0.0	11	-5	-1.2	2.8	2.3	3	-1.1	-1.1	-4
